TAAR1 ag: human TAAR1 agonism; actives 0.99% (n = 360,000); AID 624467; CHO RD-HGA16 TAAR1, Fluo-8 calcium fluorescence; vehicle wells 0%, saturating PEA agonist 100%; activation, % at 3 µM; Q96RJ0;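 active = activation above the mean activation of all test compounds in the run plus 3 SD, cut at about 38% in these data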
Target sequence (Q96RJ0 whole entry, looked up): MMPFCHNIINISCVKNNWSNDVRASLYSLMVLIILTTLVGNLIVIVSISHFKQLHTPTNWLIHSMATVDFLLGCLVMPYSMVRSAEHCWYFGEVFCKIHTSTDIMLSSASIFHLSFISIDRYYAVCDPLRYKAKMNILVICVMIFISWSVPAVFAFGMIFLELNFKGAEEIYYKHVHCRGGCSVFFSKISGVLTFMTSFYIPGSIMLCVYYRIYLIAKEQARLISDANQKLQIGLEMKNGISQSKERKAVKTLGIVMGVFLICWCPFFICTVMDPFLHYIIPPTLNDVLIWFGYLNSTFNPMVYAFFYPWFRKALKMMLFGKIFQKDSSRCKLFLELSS
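Test system: RD-HGA16 (CHO) cells co-expressing Gα16 and hTAAR1 | Doses: Single dose, 3 µM | Schedule: 17-24 h seeding, 75 min 37 °C dye, 30 min RT | Evaluation: % activation from peak over basal fluorescence ratio, DMSO-to-PEA scaled | Technique: Kinetic Fluo-8 calcium fluorescence | Benchmarks: Low control DMSO, high control PEA (EC100)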
OXTR potentiate: human OXTR potentiation | actives 0.061% (n = 320,000) | activation, % at 3 µM | CHO-OTR cells, Fluo-8 calcium fluorescence, potentiator mode; 0% = oxytocin EC15, 100% = EC100 | P30559;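 active = activation above that plate's cutoff, the mean activation of tested compounds plus 3 SD, cut at about 6.6% in these data, passing the limit was not always enough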;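 note: 100% uses oxytocin at 75 nM as the full agonist control; some results filed as inactive read as strong as hits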
Target sequence (P30559 whole entry, looked up): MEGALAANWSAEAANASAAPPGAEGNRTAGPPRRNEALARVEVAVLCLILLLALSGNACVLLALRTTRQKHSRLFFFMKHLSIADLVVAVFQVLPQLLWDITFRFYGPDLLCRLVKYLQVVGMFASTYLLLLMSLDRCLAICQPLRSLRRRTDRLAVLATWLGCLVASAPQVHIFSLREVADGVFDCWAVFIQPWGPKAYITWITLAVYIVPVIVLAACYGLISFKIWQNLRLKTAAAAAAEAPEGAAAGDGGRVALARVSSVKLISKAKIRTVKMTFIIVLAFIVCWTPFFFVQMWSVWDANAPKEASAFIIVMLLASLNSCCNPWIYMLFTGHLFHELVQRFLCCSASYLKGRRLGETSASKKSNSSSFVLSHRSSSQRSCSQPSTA
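Material: human OTR in CHO cells. Compound: 3.0 µM, one dose. Timing: compound 6 min at room temperature before oxytocin, 100 s read. Evaluation: % activation of max/min ratio relative to oxytocin controls. Replication: single well per compound, singlicate. Signal: Fluo-8 calcium dye fluorescence.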
CHO-K1 Ca antag: nonselective inhibitor or artifact in parental CHO-K1 cells; ATP-induced calcium, Fluo-8 fluorescence; inhibition, % at 3 µM; actives 0.6% (n = 360,000); AID 602250;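 active = inhibition above a per-plate cutoff, the plate's mean sample inhibition plus 3 SD, cut at about 24% in these data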;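 note: 0% = DMSO plus EC80 ATP and 100% = DMSO alone without ATP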
CHO parental Ca: signal in parental CHO cells, OX1R antagonist counter-screen | parental CHO-K1, ATP-induced calcium, Fluo-8 fluorescence | inhibition, % at 5.6 µM | actives 0.63% (n = 330,000) | AID 463079;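 active = inhibition above that plate's mean sample inhibition plus 3 SD, cut at about 26% in these data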;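 note: 0% = ATP-challenged DMSO wells and 100% = DMSO wells without ATP; some compounds past the cut are filed as inactive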
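Assay system – parental CHO cells · Reagent – ATP stimulus · Detection – intracellular calcium via Fluo-8 no-wash fluorescent dye · Evaluation – percent inhibition of ATP-evoked calcium rise, normalized to controls · Controls – ATP wells versus no-ATP DMSO wells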
TAAR1 antag: human TAAR1 antagonism. inhibition, % at 3 µM. actives 1.5% (n = 360,000). CHO RD-HGA16 TAAR1, Fluo-8 calcium fluorescence, antagonist. AID 624466. Q96RJ0;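 active = inhibition above a per-plate cutoff, the mean inhibition of test compounds on that plate plus 3 SD, cut at about 49% in these data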;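 note: 0% = DMSO plus EC80 beta-PEA response and 100% = DMSO alone without agonist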
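Test system – hTAAR1-expressing CHO RD-HGA16 cells, Gα16-coupled · Reagent – β-PEA at EC80 concentration, post-compound challenge · Compound dosing – 3 µM, single point · Timing – 140 s kinetic read after compound, 140 s after agonist · Detection – Fluo-8 intracellular calcium dye fluorescence, real-time kinetic reads · Control set – DMSO and EC80 PEA controls · Repeats – n of 1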
M1 antag: blocks human M1 muscarinic receptor. actives 1.3% (n = 360,000). AID 588852. CHO-K1 hM1, Fluo-8 calcium fluorescence, ACh EC80 antagonist. P11229. inhibition, % at 3 µM;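 active = percent inhibition above its own plate's cutoff, namely the mean of that plate's compound wells plus 3 SD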;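 note: peak over basal fluorescence ratio during 140 s after agonist addition; 0% = ACh EC80 plus DMSO and 100% = DMSO alone without agonist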
CHO-K1 Ca PAM: nonselective activator or artifact in parental CHO-K1 calcium assay; ATP EC20, Fluo-8 calcium fluorescence; 0% at ATP EC20, 100% at ATP max; activation, % at 3 µM; actives 0.02% (n = 360,000); AID 602247;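 active = activation above the run cutoff, the mean activation of all test compounds plus 3 SD, cut at about 40% in these data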;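 note: peak over basal fluorescence ratio in a 140 s read after ATP addition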
M1 ag parental: counter-screen for M1 agonists: effect in parental CHO-K1 cells; Fluo-8 calcium fluorescence; scaled to maximal ATP response, vehicle zero; activation, % at 3 µM; actives 0.48% (n = 360,000); in the data active = activation above about 15%;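 note: untransfected CHO-K1 host cells lacking M1 receptor as counterscreen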
M1 ag: activates human CHRM1 receptor | P11229 | CHO-K1 hM1, Fluo-8 calcium fluorescence, agonist mode; 0% DMSO, 100% acetylcholine EC100 | activation, % at 3 µM | actives 0.33% (n = 360,000) | AID 588814;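 active = activation above the run's mean compound activation plus 3 SD, cut at about 16% in these data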;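 note: peak over basal fluorescence ratio within a 140 s kinetic read after compound addition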
* = called active by the depositor; / = no result given; & = joins results of further samples.

Each structure is followed by: CHO-K1 Ca antag | CHO-K1 Ca PAM | TAAR1 ag | TAAR1 antag | M1 ag | CHO parental Ca | OXTR potentiate | M1 ag parental | M1 antag
Cc1cccc(N(C(=O)c2csnn2)C(C(=O)NC(C)(C)C)c2cccs2)c1 (stereo not drawn)
→ -5 | 8 | 8 | -7 | -5 | -14 | 2 | 0.1 | -27
COc1cc2c(-c3ccc4cc[nH]c4c3)c(-c3ccsc3)oc(=O)c2cc1OC
→ -8 | 2 | 13 | 6 | -12 | -11 | -5 | -0.2 | 37*
COCCNC(=O)C(c1ccc(F)cc1)N(C(=O)CCC(=O)Nc1ccccn1)c1cccc(C)c1 (stereo not drawn)
→ -3 | 0 | -2 | -1 | -1 | -19 | -10 | 0.9 | -7
O=C(Nc1ccc2c(c1)OCCO2)C1c2ccccc2OCC(=O)N1CC(F)(F)F (stereo not drawn)
→ 7 | -15 | 5 | -4 | / | / | / | 0.2 | /
O=C(Cn1c[n+](CC(=O)c2ccc([N+](=O)[O-])cc2)cn1)c1ccc([N+](=O)[O-])cc1
→ -8&-13 | 8&21 | 0&2 | -18&-26 | -6&1 | -6&-2 | -2&-6 | 0.4&0.9 | -14&-4
CCc1c(C(=O)NC2CCCCC2)[nH]c(C)c1C(C)=O
→ 23 | -7 | 2 | 2 | -2 | -6 | 1 | -0.1 | 0
COc1ccc(C(=O)Nc2cccc(-c3ccc4nncn4n3)c2)cc1
→ -4 | 8 | 4 | 2 | -2 | -10 | -2 | 3.7 | -2
CC(Sc1nncs1)C(=O)NCc1ccc2c(c1)OCO2 (stereo not drawn)
→ -16 | 8 | 8 | 5 | -10 | 5 | 3 | 0.7 | -9
O=C(CN1C(=O)S/C(=C\c2ccccc2)C1=O)NCCCn1ccnc1
→ -10 | 15 | 1 | -1 | -5 | -14 | -1 | 1.5 | -3
COc1cc(/C=N/N2CCN(Cc3ccc(Cl)cc3)CC2)cc(Br)c1O
→ 14 | 0 | 1 | -1 | -1 | 4 | -20 | 0.3 | -4
COc1ccc(C(=O)OCCOc2ccccc2C(C)=O)c(O)c1
→ 14 | 5 | 8 | 24 | -8 | -20 | -6 | 1.0 | -11
COc1ccc(S(=O)(=O)N2CCOC23CCN(S(=O)(=O)c2ccccc2)CC3)cc1
→ -14 | 10 | 4 | -10 | -2 | -7 | -3 | 2.2 | -3
COc1ccc(C2Nc3ccccc3C(=O)N2Cc2ccccc2)cc1COc1ccccn1 (stereo not drawn)
→ -21 | 2 | 13 | 17 | -9 | -18 | 1 | 0.6 | -5
O=C(Nc1ccccc1NC(=O)c1ccccc1Cl)c1ccccc1Cl
→ 6 | -4 | 6 | 32 | -1 | -9 | -1 | 2.9 | 6
COc1ccccc1/C=C/C(=O)NCc1ccccn1
→ -5 | 21 | 0 | -2 | -6 | -11 | -11 | 0.7 | -3
Cn1c(=O)c2c(nc(CN3CCC(C(N)=O)CC3)n2Cc2ccccc2Cl)n(C)c1=O
→ -5 | 23 | 5 | -3 | -4 | -4 | -1 | 0.5 | -3
Cc1oc2cc3oc(=O)c(CC(=O)N[C@H](C(=O)N[C@@H](C(=O)O)c4ccccc4)C(C)C)c(C)c3cc2c1C
→ 15 | -12 | 0 | -19 | -3 | -17 | -1 | -0.2 | -13
CC(=O)NC1=NN(C(C)=O)C(C)(c2ccccn2)S1 (stereo not drawn)
→ 10 | 9 | 10 | -7 | -8 | -11 | -6 | 0.7 | 7
CCOC(=O)c1sc(NC(=O)c2ccco2)c(C#N)c1C
→ 6 | 11 | 13 | 2 | -1 | -1 | -8 | 0.9 | -5
Cc1ccc(C)c(-n2nnnc2SCC(=O)c2ccc3c(c2)NC(=O)CO3)c1
→ -4 | 7 | 5 | -12 | -1 | 8 | -26 | 1.4 | -7
CCCCn1c(N)c(N(CC)C(=O)c2cccc(C)c2)c(=O)[nH]c1=O
→ -9 | 5 | -4 | -9 | -2 | 0 | -9 | 0.6 | -5
Cn1c(=O)c2c(nc(N3CCN(Cc4ccccc4)CC3)n2CC(=O)c2ccccc2)n(C)c1=O
→ -43 | 14 | 2 | 1 | -5 | -21 | 1 | 0.6 | -6
Cc1ccc(NC(=O)COC(=O)C2(CC(=O)NC(C)(C)C)CCCC2)cc1C
→ -14 | 10 | -1 | 5 | 0 | -14 | -7 | 0.0 | -9
C[C@H]1CN([C@@H](C)CO)S(=O)(=O)c2ccc(Br)cc2O[C@H]1CN(C)S(=O)(=O)c1ccccc1F
→ -4 | -7 | 1 | 3 | -2 | / | / | -0.2 | 0
COCC(C)n1c(C)cc(C(=O)COc2ccc(N(C)S(=O)(=O)c3ccc(NC(C)=O)cc3)cc2)c1C (stereo not drawn)
→ 4 | -10 | 7 | 22 | 1 | / | / | 11 | -1
COc1ccc(CCNC(=O)C2CCN(S(=O)(=O)N3CCOCC3)CC2)cc1OC
→ -18 | 18 | 2 | 3 | -4 | -4 | -1 | 1.3 | -2
CC(=O)Nc1cccc(C(=O)OCN2C(=O)c3ccccc3C2=O)c1
→ 7 | -7 | 5 | -10 | 1 | / | / | 1.6 | 0
Cc1ccc(OCC(=O)N2CCc3ccccc3C2)cc1
→ -4 | 8 | -2 | -7 | -2 | -12 | -7 | 0.6 | -21
CCCc1sc(N)nc1-c1ccc(C)cc1
→ -8 | 12 | 5 | -18 | -6 | -14 | -1 | -0.5 | -1
COc1cc(-c2nnc3sc(-c4ccncc4)nn23)cc(OC)c1OC
→ 2 | -9 | -2 | -4 | -1 | -21 | -7 | -0.3 | 10
CCN(CC(=O)Nc1c(F)cccc1F)C(=O)CCc1nc2sc3c(c2c(=O)[nH]1)CCCC3
→ -7 | -7 | 2 | -18 | -3 | -3 | -6 | 0.6 | -10
O=C(CCN1C(=O)C2C3CCC(C3)C2C1=O)Nc1ccc(F)cc1 (stereo not drawn)
→ -15 | 2 | 0 | 9 | -1 | / | / | 0.5 | -4
OCCC1CN(Cc2cc(F)ccc2-n2cccn2)CCN1C1CCCC1 (stereo not drawn)
→ -15 | 24 | 0 | -20 | -8 | -2 | 6 | 0.4 | -10
CCN(CC)S(=O)(=O)c1csc(C(=O)OCC(=O)c2ccccc2)c1
→ -11 | 10 | 15 | 11 | -4 | -6 | -7 | 4.5 | -3
OCC1(Cc2ccccc2)CCN(C2CCN(c3ccc(F)c(F)c3)CC2)CC1
→ -2 | 13 | 7 | 2 | -11 | 24 | -35 | 7.4 | 10
COc1cccc(CNC(=O)C2CCN(S(=O)(=O)c3cccs3)CC2)c1
→ 9 | -11 | 16 | -6 | -3 | 10 | -2 | 0.6 | -4
CN(C)c1ccc(NC(=O)Cn2c(=O)n(Cc3ccccc3)c(=O)c3ccccc32)cc1
→ -4 | 16 | 5 | 9 | -3 | -12 | 1 | 0.3 | 7
C=CCNC(=S)N1CCN(CCN=CC2=C(O)CC(c3cccs3)CC2=O)CC1 (stereo not drawn)
→ 3 | -4 | 6 | -16 | -6 | -22 | -1 | 0.3 | 17
CCc1cc(C(=O)Nc2nnc(C3CC3)s2)sc1C
→ -14 | 10 | 0 | 4 | 0 | -11 | -3 | -0.8 | -3
COc1cc(-c2noc(C3CCCN(C(=O)c4ccccc4)C3)n2)cc(OC)c1OC (stereo not drawn)
→ -2 | 7 | 2 | -21 | -4 | -19 | -2 | -0.6 | -14
COc1ccc(/C=N/N=C(\N)c2nonc2N)cc1
→ -1 | -8 | 0 | -5 | -3 | / | / | -0.1 | 8
Cc1sc(NC(=O)C(C)C)c(C(=O)Nc2ccccc2)c1C
→ -4 | 4 | 6 | 4 | -10 | -11 | 1 | 10 | 7
COc1ccc(OC)c(/C=N\NC(=O)c2ccc(=O)n(C)c2)c1
→ -8 | 16 | 1 | 10 | -6 | -6 | -3 | -0.2 | -3
CC(C)OC(=O)C(C)Nc1n[nH]c(=S)[nH]c1=O (stereo not drawn)
→ -4 | 14 | 2 | -12 | -4 | / | / | 0.4 | -8
COc1cc2c(cc1OC)CN(C(=O)c1ccco1)CC2
→ -1 | 3 | -1 | 8 | -1 | 3 | -4 | -0.5 | -11
CCN(CC)S(=O)(=O)c1ccc(NC(=O)CNC2CCCCC2)cc1
→ 5 | -19 | 6 | -4 | -7 | -13 | -4 | 2.6 | -11
CC1CN(C(=O)CCC(=O)NCCCN2CCC(Cc3ccccc3)CC2)c2cc(Cl)ccc2O1 (stereo not drawn)
→ -1 | 2 | 12 | -7 | -1 | -23 | -7 | 8.8 | 34

Part of the list above in order of count of non-hydrogen atoms, low to high.
Each structure is followed by: CHO-K1 Ca antag | CHO-K1 Ca PAM | TAAR1 ag | TAAR1 antag | M1 ag | CHO parental Ca | OXTR potentiate | M1 ag parental | M1 antag
CC(C)OC(=O)C(C)Nc1n[nH]c(=S)[nH]c1=O (stereo not drawn)
→ -4 | 14 | 2 | -12 | -4 | / | / | 0.4 | -8
COc1cc2c(cc1OC)CN(C(=O)c1ccco1)CC2
→ -1 | 3 | -1 | 8 | -1 | 3 | -4 | -0.5 | -11
COc1ccc(OC)c(/C=N\NC(=O)c2ccc(=O)n(C)c2)c1
→ -8 | 16 | 1 | 10 | -6 | -6 | -3 | -0.2 | -3
CCN(CC)S(=O)(=O)c1ccc(NC(=O)CNC2CCCCC2)cc1
→ 5 | -19 | 6 | -4 | -7 | -13 | -4 | 2.6 | -11
C=CCNC(=S)N1CCN(CCN=CC2=C(O)CC(c3cccs3)CC2=O)CC1 (stereo not drawn)
→ 3 | -4 | 6 | -16 | -6 | -22 | -1 | 0.3 | 17
COc1cc(-c2noc(C3CCCN(C(=O)c4ccccc4)C3)n2)cc(OC)c1OC (stereo not drawn)
→ -2 | 7 | 2 | -21 | -4 | -19 | -2 | -0.6 | -14
CN(C)c1ccc(NC(=O)Cn2c(=O)n(Cc3ccccc3)c(=O)c3ccccc32)cc1
→ -4 | 16 | 5 | 9 | -3 | -12 | 1 | 0.3 | 7
CC1CN(C(=O)CCC(=O)NCCCN2CCC(Cc3ccccc3)CC2)c2cc(Cl)ccc2O1 (stereo not drawn)
→ -1 | 2 | 12 | -7 | -1 | -23 | -7 | 8.8 | 34
